EBV LMP1 NFkB: inhibitors of Epstein-Barr LMP1-induced NF-kappaB reporter | LMP1-induced NF-kappaB luciferase reporter cells, luminescence | 350,000 compounds, 0.69% hits | inhibition, % at 12.5 µM | AID 504558; in the data active = inhibition above about 41%;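 note: 0% = neutral control wells and 100% = reference inhibitor control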
CF NFkB block: inhibitors of cystic fibrosis induced NF-kB; inhibition, % at 5 µM; AID 588850; 360,000 compounds, 0.86% hits; KKLEB NF-kB-GFP reporter, PAF-induced, GFP fluorescence overnight;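 active = at least 50% inhibition at 5 µM, scaled per plate between neutral and stimulator controls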;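 note: PAF is a Pseudomonas aeruginosa culture filtrate used as stimulus; plate controls were PAF-stimulated DMSO wells for no effect and unstimulated DMSO wells for full effect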
NR2E3 ag-1: NR2E3 (human) agonism. GST-NR2E3/biotin-RetCOR TR-FRET, 1536-well. inhibition of corepressor binding, % at 4.78 µM. Q9Y5X4. 320,000 compounds, 0.12% hits. AID 2300;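 active = percent inhibition above the cutoff of mean plus 3 SD of all tested compounds, set per screening campaign, cut at about 20% in these data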;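 note: 0% = DMSO wells and 100% = biotin wells as full block of FRET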
Target sequence (Q9Y5X4 whole entry, looked up): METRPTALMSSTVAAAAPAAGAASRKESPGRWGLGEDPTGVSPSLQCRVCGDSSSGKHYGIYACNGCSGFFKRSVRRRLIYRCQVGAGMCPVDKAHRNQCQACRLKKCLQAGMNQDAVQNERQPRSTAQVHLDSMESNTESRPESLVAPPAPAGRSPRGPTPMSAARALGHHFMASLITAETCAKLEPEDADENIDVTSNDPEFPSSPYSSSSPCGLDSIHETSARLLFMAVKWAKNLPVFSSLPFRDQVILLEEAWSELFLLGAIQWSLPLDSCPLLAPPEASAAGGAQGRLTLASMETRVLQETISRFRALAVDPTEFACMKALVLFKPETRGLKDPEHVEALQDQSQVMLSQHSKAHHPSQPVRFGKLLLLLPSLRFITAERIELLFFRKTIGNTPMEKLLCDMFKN
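system = GST-tagged NR2E3 plus biotinylated RetCOR corepressor | input = 1.35 nM GST-NR2E3 | also added = 7 nM biotin-RetCOR | schedule = 5 h incubation at 4 °C | measured by = TR-FRET with europium anti-GST and streptavidin-D2, 340 nm excitation | read-out = percent loss of FRET ratio relative to control wells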
Shn3 inh set2: inhibitors of Schnurri-3 3'UTR reporter in osteoblasts; Clone20 osteoblast Shn3 3'UTR firefly luciferase, 24 h; inhibition, % at 12.5 µM; 360,000 compounds, 0.52% hits;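 active = mean inhibition of at least 75% with every replicate also reaching 75%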;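 note: 0% = median of neutral control wells and 100% = pilot-screen positive control compound; some compounds past the cut are filed as inactive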
KKLEB cytotox: reduces viability of KKLEB cystic fibrosis airway cells | KKLEB CF airway cells viability, ATPlite luminescence, overnight; hits give low values; cells stimulated with P. aeruginosa culture filtrate | activity change (cytotoxicity), % at 5 µM | 360,000 compounds, 0.36% hits | AID 602141;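 active = corrected activity change at or below -50% at 5 µM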
HIF-2a block: blocks HIF-2a reporter activity. inhibition, % at 18.8 µM. 786-0 RCC cells HIF-2a reporter, luciferase luminescence, overnight. 360,000 compounds, 0.72% hits;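 active = inhibition of the luminescence signal of 40% or more relative to plate controls, in a single-dose primary screen at 18.75 µM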
NR2E3 ag-2: activates human NR2E3 receptor. inhibition of corepressor binding, % at 3.98 µM. AID 602229. 360,000 compounds, 0.35% hits. CHO-S Gal4-NCOR/VP16-NR2E3 two-hybrid, luciferase;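 active = inhibition above the mean of all tested compounds plus 3 SD, cut at about 70% in these data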;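 note: 0% = DMSO with NR2E3 transfected cells and 100% = cells lacking NR2E3 construct; higher means lower luciferase signal from less NR2E3 corepressor binding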
C8 TRAIL sens: caspase-8 TRAIL sensitization; NB7+C8 cells + TRAIL, ATPlite viability luminescence; inhibition (viability loss, TRAIL sensitization), % at 10 µM; 360,000 compounds, 1% hits; AID 624354;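 active = compounds causing at least 50% loss of cell viability in the single-dose screen, relative to plate controls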
MITF TRPM1 inh: reduces MITF-dependent TRPM1 promoter luciferase signal. SK-MEL-5 TRPM1 promoter luciferase, 24 h. inhibition, % at 12.5 µM. 330,000 compounds, 0.83% hits. AID 488899;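 active = mean inhibition across replicates of 60% or more, whatever share of single replicates reaches that level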; note: values of inactives mirror those of a sister screen read the other way
Peg3 prom inh: reduces Peg3 promoter-driven luciferase expression in HeLa. HeLa PEG-Prom luciferase reporter, luminescence, overnight. inhibition, % at 20 µM. 360,000 compounds, 1.7% hits. AID 588405;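 active = inhibition of at least 50% at 20 µM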
iPSC survival up: hiPSC single-cell survival enhancement. AID 602274. 360,000 compounds, 0.044% hits. survival enhancement, % at 20 µM. ATPlite luminescence; 100% = ROCK inhibitor wells, 0% = DMSO; in the data active = survival enhancement above about 18%;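 note: cells exposed to compounds for 16 hours before the ATP read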
Starred values were filed as active, the others as inactive; x = not tested or not shown.

Start of the data: the first four compounds (preview)
SMILES	EBV LMP1 NFkB	CF NFkB block	NR2E3 ag-1	Shn3 inh set2	KKLEB cytotox	HIF-2a block	NR2E3 ag-2	C8 TRAIL sens	MITF TRPM1 inh	Peg3 prom inh	iPSC survival up
CCOc1ccc2cc(C3CC(c4ccco4)=NN3S(=O)(=O)c3ccccc3)c(Cl)nc2c1 (configuration not stated)	-2	21	-1	-11	-19	0	-12	-11	-9	3	0.8
CC(C)c1ccc(S(=O)(=O)NCc2ccc3c(c2)OCO3)cc1	2	-2	2	-10	11	17	-2	-8	18	10	-0.6
O=C(Nc1ccc(Oc2ccccc2)cc1)C1CCN(c2c3c(nc4ncnn24)CCC3)CC1	33	2	2	82	-10	-9	29	40	26	38	11
N#CCCC(CCC#N)(CCC#N)c1cc[n+](CCc2ccccn2)cc1	1	12	2	8	2	5	2	-3	1	6	-1.2

Main list, previewed entries included:
SMILES	EBV LMP1 NFkB	CF NFkB block	NR2E3 ag-1	Shn3 inh set2	KKLEB cytotox	HIF-2a block	NR2E3 ag-2	C8 TRAIL sens	MITF TRPM1 inh	Peg3 prom inh	iPSC survival up
CCOc1ccc2cc(C3CC(c4ccco4)=NN3S(=O)(=O)c3ccccc3)c(Cl)nc2c1 (configuration not stated)	-2	21	-1	-11	-19	0	-12	-11	-9	3	0.8
CC(C)c1ccc(S(=O)(=O)NCc2ccc3c(c2)OCO3)cc1	2	-2	2	-10	11	17	-2	-8	18	10	-0.6
O=C(Nc1ccc(Oc2ccccc2)cc1)C1CCN(c2c3c(nc4ncnn24)CCC3)CC1	33	2	2	82	-10	-9	29	40	26	38	11
N#CCCC(CCC#N)(CCC#N)c1cc[n+](CCc2ccccn2)cc1	1	12	2	8	2	5	2	-3	1	6	-1.2
Cc1ccc2cc(C=O)c(N(C)C)nc2c1	-7	-3	-2	-41	-7	-5	1	1	-16	-2	1.0
NS(=O)(=O)c1ccc(NC(=O)CN2CCCC2)cc1	1	-12	-2	27	11	11	-25	-2	4	2	-1.2
COc1cccc(NC(=O)C2(C)CCN2C(=O)CC2CCCC2)c1 (configuration not stated)	x	-13	x	6	6	2	-21	5	x	1	-2.3
O=C(c1ccco1)N1CCN(C2CN(Cc3cn(Cc4ccccc4C(F)(F)F)nn3)S(=O)(=O)C2)CC1 (configuration not stated)	x	-19	x	3	4	10	-12	-9	x	4	-0.5
N#Cc1ccc(Nc2nc(-c3ccccc3)c(C(=O)c3ccccc3)s2)cc1	x	15	x	2	12	-97	0	-2	x	61*	0.8
COc1ccc(C(=O)N/N=C/C(=O)c2ccccc2)cc1	-6	14	x	-63	-10	-284	-69	10	-79	-271	0.2
CC(C)CC1Nc2ccc(C(=O)NCc3ccc4c(c3)OCO4)cc2NC1=O (configuration not stated)	3	8	-2	-4	1	5	7	-5	-4	26	1.0
CC(=NNC(=O)c1ccncc1)c1cccc(Cl)c1	8	-26	x	3	12	-16	-22	0	-8	-19	0.3
O=C(N=C1SC2CS(=O)(=O)CC2N1Cc1ccccc1Cl)C1CC1 (configuration not stated)	0	14	1	5	-10	10	-9	-12	-11	10	-0.3
COc1ccc(-c2cc(C(=O)NCc3cccnc3)no2)cc1OC	-4	-25	1	6	4	-16	1	-7	-8	-8	1.8
Cc1cccc(C(=O)N2CCN(S(=O)(=O)N3CCCCC3)CC2)c1	4	14	1	8	5	17	2	-2	15	13	-0.5
CC(C)C(=O)Nc1ccc([N+](=O)[O-])c(C(F)(F)F)c1	3	-6	2	16	2	18	33	5	10	7	0.0
CCC1CCC(C(=O)NC(C(=O)NCCCN2CCCCC2C)C(C)C)CC1 (configuration not stated)	2	11	2	-1	-7	10	0	-7	5	3	1.2
COc1ccccc1-c1nnc(SCC(=O)c2c(N)n(C3CC3)c(=O)[nH]c2=O)o1	2	-7	2	13	1	19	1	-5	7	12	0.3
CC(=O)C1=C(c2ccccc2)OC(N)=C(C#N)C1c1ccc(O)cc1 (configuration not stated)	-5	-3	5	6	0	10	14	-6	-1	2	1.7
COc1ccc(C2c3ccc(O)cc3Oc3ncn4nc(-c5ccccn5)nc4c32)cc1 (configuration not stated)	-15	9	4	x	-3	13	8	1	20	25	0.1
COc1ccc2c(c1)c(=O)oc1c(C)c(OCc3ccc(C(=O)O)cc3)ccc12	-3	7	-2	-12	10	-41	12	1	-5	-43	-0.8
Cc1cccc(N2CCN(C(c3cccs3)c3nnnn3C(C)(C)C)CC2)c1C (configuration not stated)	20	-10	0	8	-8	5	-1	1	8	12	1.3
O=C(/C=C/c1ccccc1)N/C(=C/c1ccccc1)C(=O)Nc1cccc(C(=O)O)c1	-9	-11	3	-5	10	-4	-39	-2	-9	-5	2.7
CCC(C)NC(=O)COc1ccc(S(=O)(=O)N2CCOCC2)cc1 (configuration not stated)	-13	-9	2	-12	11	2	5	-4	4	1	-0.5
O=C(CCc1ccc(O)cc1)c1c(O)cc(O)cc1O	0	8	2	-15	18	-16	-23	5	-7	1	1.8
c1ccc(CNc2c3ccccc3nc3ccccc23)cc1	-54	-85	2	69	-29	44*	-98	35	75*	97*	-0.7
O=C1CCN(c2ccc([N+](=O)[O-])cc2F)CC1	-4	-4	0	17	-1	8	15	-6	-11	-9	1.2
Cc1nn(-c2ccccc2)c(C)c1/C=N/NC(=O)CSc1nnc(-c2ccccc2)n1-c1ccc(Cl)cc1	-11	-18	0	23	-4	19	5	1	-15	6	-0.6
O=C(Nc1nnc(S(=O)(=O)N2CCCCC2)s1)c1ccc(Cl)cc1	3	42	2	0	8	1	-11	7	x	8	2.5
CCn1c(SCCOc2ccc(Cl)cc2)nnc1-c1cccs1	9	-7	1	1	-11	1	-22	8	-8	8	1.1
OC(c1ccccc1)(c1nc(-c2ccc(F)c(Cl)c2)cs1)C(F)(F)F (configuration not stated)	x	1	x	8	10	2	-5	-10	x	34	2.5
Cc1cc(C)c(OCC(=O)NCC2CCCO2)c(C)c1 (configuration not stated)	6	4	4	-5	-6	10	-17	-15	2	4	0.3
Cc1ccc(C(C(=O)NCc2ccco2)N(CCc2ccccc2)C(=O)Cn2nnc3ccccc32)o1 (configuration not stated)	0	-1	x	50	2	22	-19	-9	-1	12	-2.5
COc1ccc(C2C(C(=O)N3CCN(c4ccccn4)CC3)CCC(=O)N2c2ccc(OC)cc2)cc1 (configuration not stated)	-5	-7	2	4	22	12	20	-12	-2	-10	-0.2
O=C(c1ccc(Br)cc1)N(C1=NCCCCS1)c1ccccc1	-3	9	3	9	-5	18	-26	-4	4	18	-2.6
CCN(CC(=O)NCc1ccc(Cl)cc1)C(=O)CSc1ccc(F)cc1	-1	-25	1	-7	13	13	0	5	-1	21	-0.4
CCCCNC(=O)c1ccccc1NC(=O)c1ccccc1N(C)S(C)(=O)=O	4	3	-1	-14	-10	4	-5	-2	7	-6	-0.9
N#CCCN1CCN(S(=O)(=O)c2ccc3c(c2)CCC3)CC1	-2	-10	3	-16	8	13	29	-12	6	-14	0.0
O=C(NCc1ccc2c(c1)OCO2)c1ccc(Br)s1	0	-4	1	-20	-9	-125	-59	3	-3	-117	-0.2
Nc1nonc1-n1nnc(C(=O)N/N=C/c2ccco2)c1CSc1ccccc1	0	-5	0	-23	5	9	15	1	-3	7	-0.1

One compound at a time, as listed above. Screens in order: EBV LMP1 NFkB, CF NFkB block, NR2E3 ag-1, Shn3 inh set2, KKLEB cytotox, HIF-2a block, NR2E3 ag-2, C8 TRAIL sens, MITF TRPM1 inh, Peg3 prom inh, iPSC survival up
Cc1cc(C)c(OCC(=O)NCC2CCCO2)c(C)c1 (configuration not stated) as listed: 6, 4, 4, -5, -6, 10, -17, -15, 2, 4, 0.3
OC(c1ccccc1)(c1nc(-c2ccc(F)c(Cl)c2)cs1)C(F)(F)F (configuration not stated) as listed: x, 1, x, 8, 10, 2, -5, -10, x, 34, 2.5
CCCCNC(=O)c1ccccc1NC(=O)c1ccccc1N(C)S(C)(=O)=O as listed: 4, 3, -1, -14, -10, 4, -5, -2, 7, -6, -0.9
COc1ccc(C2C(C(=O)N3CCN(c4ccccn4)CC3)CCC(=O)N2c2ccc(OC)cc2)cc1 (configuration not stated) as listed: -5, -7, 2, 4, 22, 12, 20, -12, -2, -10, -0.2
O=C(NCc1ccc2c(c1)OCO2)c1ccc(Br)s1 as listed: 0, -4, 1, -20, -9, -125, -59, 3, -3, -117, -0.2

Following part.
SMILES	EBV LMP1 NFkB	CF NFkB block	NR2E3 ag-1	Shn3 inh set2	KKLEB cytotox	HIF-2a block	NR2E3 ag-2	C8 TRAIL sens	MITF TRPM1 inh	Peg3 prom inh	iPSC survival up
Cc1ccc(NC(=O)Cn2nc(C)c3ccccc3c2=O)cc1	0	-6	-3	4	12	11	-14	4	-3	8	-0.1
CC(CC(=O)Nc1ccc(S(=O)(=O)N2CCOCC2)cc1)c1ccccc1 (configuration not stated)	-11	6	-1	1	-6	24	17	-16	8	12	-0.5
CC(=O)Nc1ccc2c(c1)n(C)c(=O)n2C	10	-7	4	-27	6	8	-2	0	4	3	2.1
Cc1ccc2c(c1)cc1c(=O)n(CC(=O)NCCN3CCCC3)nc(C)n12	2	-6	1	-15	-4	-9	-3	-12	-6	-20	1.0
Cc1cccc(C(=O)OC(C)CN2CCOCC2)c1 (configuration not stated)	-5	-1	4	-21	5	-34	-48	4	-24	-31	0.2
Cc1cc(C(=O)NNC(=S)NCC(C)C)cs1	0	-12	-1	-12	-4	-31	-5	-2	-8	-66	-0.5
C=CCNC(=O)COC(=O)c1nc2nccc(C)n2n1	6	-13	-3	-14	16	6	-46	-8	2	5	-0.6
S=C(NC1CCCC1)N1CCN(C/C=C/c2ccccc2)CC1	16	-2	4	64	-2	11	40	13	25	20	-2.0
O=C(O)c1ccc(COc2ccc3c(c2)CCC3)cc1	-12	10	1	-45	8	-20	-83	-1	-22	-90	-0.4
C#CCN(C[C@H]1[C@H](OC(=O)Nc2c(C)noc2C)[C@H](OC(=O)Nc2c(C)noc2C)C[C@@H](C(=O)OC)[C@H]1C(=O)OC)S(=O)(=O)c1ccc(C)cc1	-11	35	x	-11	0	3	4	-11	x	-13	-4.2

Screening results as filed in PubChem BioAssay.

Some of the compounds tested; count on the stated rates, not on these rows.
